Screening results: PubChem, National Center for Advancing Translational Sciences (NCATS)
KDM5B inh: blocks human KDM5B histone demethylase activity. KDM5B demethylase, FDH-coupled NADH fluorescence (FDH is formaldehyde dehydrogenase). Q9UGL1. AID 1347165. Potency, µM (doses to about 57.7 µM), inactives show at the top dose activity change, negative = inhibition, hits mostly inhibitors. actives 2.6% (n = 220,000); active means well fitted inhibition curve with a large enough effect; inconclusive means small, poorly fitted or top-dose-only effect; inactive means no such curve, though single readings can be large or run the other way; further: 0% is about no effect; nearly all actives have a fitted effect of over 70% in size
Target sequence (Q9UGL1 whole entry, looked up): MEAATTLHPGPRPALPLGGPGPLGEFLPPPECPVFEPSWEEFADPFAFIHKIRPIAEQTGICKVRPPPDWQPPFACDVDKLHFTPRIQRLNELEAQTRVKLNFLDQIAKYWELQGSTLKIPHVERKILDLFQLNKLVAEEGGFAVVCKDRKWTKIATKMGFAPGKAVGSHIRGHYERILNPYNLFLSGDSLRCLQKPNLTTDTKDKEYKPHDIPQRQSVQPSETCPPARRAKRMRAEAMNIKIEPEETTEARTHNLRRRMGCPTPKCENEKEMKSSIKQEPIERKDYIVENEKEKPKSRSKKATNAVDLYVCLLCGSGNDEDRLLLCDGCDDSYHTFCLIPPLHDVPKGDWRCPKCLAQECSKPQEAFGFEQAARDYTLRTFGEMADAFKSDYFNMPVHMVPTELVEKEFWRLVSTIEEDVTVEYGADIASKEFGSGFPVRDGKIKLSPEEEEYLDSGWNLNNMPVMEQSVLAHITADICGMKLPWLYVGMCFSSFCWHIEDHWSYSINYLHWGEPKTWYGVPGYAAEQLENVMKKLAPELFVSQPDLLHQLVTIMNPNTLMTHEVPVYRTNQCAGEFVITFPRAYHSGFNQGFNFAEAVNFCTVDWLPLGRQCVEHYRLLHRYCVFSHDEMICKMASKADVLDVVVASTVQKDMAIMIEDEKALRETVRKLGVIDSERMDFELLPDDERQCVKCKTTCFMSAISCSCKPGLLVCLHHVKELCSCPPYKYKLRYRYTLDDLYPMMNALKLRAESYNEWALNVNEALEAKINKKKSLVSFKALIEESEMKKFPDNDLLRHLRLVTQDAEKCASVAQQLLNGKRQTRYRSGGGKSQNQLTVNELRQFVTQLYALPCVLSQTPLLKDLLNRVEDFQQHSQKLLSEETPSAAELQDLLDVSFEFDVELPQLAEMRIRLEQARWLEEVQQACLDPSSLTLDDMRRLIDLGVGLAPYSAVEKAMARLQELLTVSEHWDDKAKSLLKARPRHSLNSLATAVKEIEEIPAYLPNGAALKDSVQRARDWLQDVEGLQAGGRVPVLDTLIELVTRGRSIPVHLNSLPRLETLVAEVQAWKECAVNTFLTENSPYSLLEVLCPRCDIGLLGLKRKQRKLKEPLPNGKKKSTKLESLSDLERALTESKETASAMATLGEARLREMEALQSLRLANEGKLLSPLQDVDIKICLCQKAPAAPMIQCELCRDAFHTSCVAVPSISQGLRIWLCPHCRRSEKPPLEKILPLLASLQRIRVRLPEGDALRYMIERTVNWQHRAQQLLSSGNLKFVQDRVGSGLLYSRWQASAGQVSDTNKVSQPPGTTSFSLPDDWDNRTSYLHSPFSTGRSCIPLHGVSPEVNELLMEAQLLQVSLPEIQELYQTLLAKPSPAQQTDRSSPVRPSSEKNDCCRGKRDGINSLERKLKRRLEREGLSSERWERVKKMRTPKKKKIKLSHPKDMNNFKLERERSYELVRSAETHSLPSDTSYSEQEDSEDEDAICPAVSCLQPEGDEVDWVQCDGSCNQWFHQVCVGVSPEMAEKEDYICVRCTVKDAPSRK
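Inhibition is measured as reduced NADH fluorescence generation from FDH coupling to formaldehyde release. Truncated KDM5BΔAP at 200 nM final acts on H3K4me3 peptide (12.5 µM in substrate mix) in pH 7.5 HEPES buffer with Tween-20, 30 min, room temperature.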
* = called active by the depositor; ? = inconclusive; & = joins results of further samples; [ ] = dose if it differs, or a comment. Potency means the concentration at half of the fitted maximal effect. The list is partial; count on the stated rates, not on these rows.

SMILES	KDM5B inh
CCCNc1c(NC(=O)Nc2ccc(CC)cc2)c(=O)oc2ccccc12	130%[activator]
COc1cccc(-c2cnc(NCc3ccccc3Cl)n2C)c1	?
CN1CCOC[C@H]2CCN(C(=O)c3cccc4[nH]ccc34)C[C@H]21	25µM*
CCc1ccc(S(=O)(=O)c2nnn(-c3ccc(F)cc3)c2N)cc1	5%
Cc1onc(-c2cnn(C)c2NCCc2ccccc2)c1C(=O)NCc1ccccc1	7%[86.2 µM]
COc1cccc(CCC(=O)NCCC2CCN(C(=O)Nc3ccc(C)c(F)c3)CC2)c1	-14%
Cc1ccc(S(=O)(=O)C(CNC(=O)C(=O)NCCc2ccc(F)cc2)c2cccs2)cc1 (centres undefined)	13%
COc1ccc(OC)c(COC(=O)c2cc(OC)ccc2Br)c1	11%
COc1ccc(CNC(=O)Cn2c(=O)cc(-c3ccccc3)c3c(C)nn(C)c32)cc1	?
COc1ccc2nc(SCC(=O)c3c(C)[nH]c4ccccc34)nc(C)c2c1	-33%
O=C(NCCc1noc(-c2ccccc2)n1)C1CC1	24%
COc1ccc(S(=O)(=O)N(C)c2ccc(C(=O)NC3CC3)cc2)cc1	15%
CCCCc1ccc(-c2csc(-c3nc(-c4ccc(CC)cc4)c(C)s3)n2)cc1	-1%
Cc1nc2ccc(C(=O)N3C[C@@H](CN4CCCCC4)[C@@H](CO)C3)cc2s1	-18%
COc1ccc(-c2noc([C@@H]3Cc4nc[nH]c4CN3C(=O)CCC(=O)O)n2)cc1	?
CCCn1nc(C(=O)N(CCOC)Cc2nc3ccccc3c(=O)[nH]2)c2ccccc2c1=O	-1%
Cc1ccc(CN2C(=O)[C@@H]3C[C@@H](O)CN3C3(CN(Cc4ccc(C#N)cc4)C3)C2=O)o1	-2%[86.2 µM]
Cc1ccc(CNC(=O)c2nc(S(=O)(=O)Cc3ccc(C)cc3)ncc2Cl)cc1	-4%&-24%
Cc1oc2ncnc(N3CCOCC3)c2c1C(=O)Nc1ccc(Br)cc1F	?
O=C(C1CCC1)N(CCc1ccccc1)Cc1ccncc1	-5%
Cc1ccccc1NCc1cccn1-c1nnc(N2CCOCC2)s1	?
CCCNC(=O)c1ccc2nc(-c3ccc(C)cc3)cc(OCC)c2c1	-16%
CCOc1ccc2nc(Nc3nc(C)c(Cc4ccccc4)c(=O)[nH]3)nc(C)c2c1	4%
COc1ccc(N2CCN(C(c3ccccc3)c3nnc(-c4ccccc4Cl)o3)CC2)cc1 (centres undefined)	?

The last 4 compounds of the part before are carried over, then new ones follow:
SMILES	KDM5B inh
Cc1ccccc1NCc1cccn1-c1nnc(N2CCOCC2)s1	?
CCCNC(=O)c1ccc2nc(-c3ccc(C)cc3)cc(OCC)c2c1	-16%
CCOc1ccc2nc(Nc3nc(C)c(Cc4ccccc4)c(=O)[nH]3)nc(C)c2c1	4%
COc1ccc(N2CCN(C(c3ccccc3)c3nnc(-c4ccccc4Cl)o3)CC2)cc1 (centres undefined)	?
CCn1cnnc1CC1CCN(S(=O)(=O)c2ccc3c(c2)CCC3)C1 (centres undefined)	14%
CN1c2cc(C(=O)NCc3cccs3)ccc2C(=O)N2CCCC21 (centres undefined)	?
OC1(CN2CCCCC2)CCN(Cc2ccc(C(F)(F)F)cc2F)C1 (centres undefined)	-28%
COCCC(=O)N1CCC2(CCC2NC(=O)COC)CC1 (centres undefined)	18%
O=c1[nH]c(SCc2ccc(C(F)(F)F)cc2)nc2c1cnn2CCO	-2%
O=C(Cc1ccccc1[N+](=O)[O-])NNC(=O)Nc1ccc2c(c1)OCO2	1%
Cc1nc(CCNS(=O)(=O)Cc2cccc(Cl)c2)no1	-5%
Cc1cc(NC(=O)c2ccc(-c3ccc(Br)cc3)o2)cc(-c2nc3ncccc3o2)c1O	1%
COc1cccc(CC(=O)NC2CCN(c3cc(-c4cccs4)[nH]n3)C2)c1 (centres undefined)	28µM*
Cc1ccccc1N1C(=O)CC(c2c[nH]c3ccccc23)C1=O (centres undefined)	14%
COCc1cn(C[C@H]2C[C@@H](NC(=O)NC3CCCC3)[C@H](O)[C@@H]2O)nn1	-25%[86.2 µM]
Cc1cc(=O)[nH]n(CCO)c1=O	16%

Already shown: an excerpt of the list.
SMILES	KDM5B inh
CCn1cnnc1CC1CCN(S(=O)(=O)c2ccc3c(c2)CCC3)C1 (centres undefined)	14%
CN1c2cc(C(=O)NCc3cccs3)ccc2C(=O)N2CCCC21 (centres undefined)	?

(more compounds)
SMILES	KDM5B inh
Cc1nc(-c2c3n(c(=O)n(CC(=O)NCCCc4ccccc4)c2=O)CCCC3)no1	0%
Cc1ccc(-n2nc3n(c2=O)CCN([S+](=O)([O-])c2cccc(C(F)(F)F)c2)C3)cc1	2%&1%
COC(=O)c1cc(-c2ccco2)nc2ccccc12	?
O=C(O)Cc1ccc2c(c1)[nH]c1ccc(Br)cc12	22%
OC[C@H]1CCN(Cc2cn(-c3ccccc3)nc2-c2ccncc2)C[C@@H]1O	7%
Cc1nn(-c2ccc3nncn3n2)c(C)c1CCC(=O)Nc1ccc(OC(F)(F)F)cc1	-2%
CC(NC(=O)c1cc2c(s1)CCN(C(=O)c1ccccc1)C2)c1ccc(F)cc1 (centres undefined)	?
COc1ccc(OC)c(/C=C(\C#N)c2nc3ccccc3c(=O)[nH]2)c1	-13%
CCCc1nnc(NC(=O)Nc2ccccc2Cl)s1	-4%
CCc1ccc(-c2csc(Nc3ccc(S(N)(=O)=O)cc3)n2)cc1	-18%
COc1cccc(C(=O)N(C)Cc2ccc(F)cc2)c1	28%[86.2 µM]
Cc1nc2nc(C)c(NC(=O)Nc3cccc(C(F)(F)F)c3)c(=O)n2[nH]1	20%
Cc1ccc(NC(=O)NCc2nc3ccccc3n2C)cc1	21%
OCCN1CCN(c2ccc(-c3nc(-c4cccc(C(F)(F)F)c4)no3)cn2)CC1	28µM*
CCc1nc2c(c(-c3ccc(OC)cc3)n1)CN(C(=O)c1ccccc1)CC2	-3%[115 µM]
CC(NC(=O)c1cc(-c2cccs2)nc2ccccc12)C(C)(C)C (centres undefined)	?
Cc1ccc(S(=O)(=O)N2CCOCC2)cc1NC(=O)CSc1nc(C)c(C)n1C1CCCC1	6%
CNCC(=O)N1CCCC(c2nnc(CN3CCOCC3)n2C)C1 (centres undefined)	12%
CNc1ncc(C(=O)N2CCCC3(CCC(=O)N(CCOC)C3)C2)cn1 (centres undefined)	28µM*
O=C(N[C@@H]1C[C@H](Cn2cc(C3CC3)nn2)[C@@H](O)[C@H]1O)c1cccnc1	?
c1ccc2nc(-n3nc(C4CCOC4)nc3C3CC3)cnc2c1 (centres undefined)	4%
Cc1cc(C)cc(NC(=O)Cn2c(=O)n(CCC(C)C)c(=O)c3cccnc32)c1	-15%
Cc1cc(CN(C)C(=O)c2cc(COc3ccc(F)cc3F)on2)on1	12%
Cc1ccc2c(Cl)cc(Cl)c(OCC(=O)NC(C)(C#N)C3CC3)c2n1 (centres undefined)	2%

Some of the entries above in another layout.
SMILES | KDM5B inh
Cc1ccc(NC(=O)NCc2nc3ccccc3n2C)cc1 | 21%
OC[C@H]1CCN(Cc2cn(-c3ccccc3)nc2-c2ccncc2)C[C@@H]1O | 7%
Cc1nc2nc(C)c(NC(=O)Nc3cccc(C(F)(F)F)c3)c(=O)n2[nH]1 | 20%

Next section.
SMILES	KDM5B inh
COc1ccc(CCNC(=O)c2nc(SCc3ccc(C)cc3)ncc2Cl)cc1OC	5%
O=C(C1CC1)N1CCn2c(nnc2[C@@H]2C[C@@H](O)CN2Cc2ccccc2)C1	16%
CCOCCN1C(=O)COC[C@@H]1[C@H](O)c1ccc(NC(=O)c2cccc(C#N)c2)cc1	-2%[86.2 µM]
CCOc1ccc(C2CC(c3c(O)n(C4CCCCC4)c(=O)[nH]c3=O)=Nc3ccccc3S2)cc1 (centres undefined)	-14%
CC(=O)N/N=C(\N)c1nonc1N	4%
O=C(CCNS(=O)(=O)c1ccccc1)NC1CCCCCC1	8%
CCCN(C(=O)C(C)Oc1cccc(Cl)c1)c1c(N)n(Cc2ccccc2)c(=O)[nH]c1=O (centres undefined)	17%
Cn1ccnc1C(=O)N1C[C@@H](Oc2ccccc2)C[C@H]1C(=O)N1CCOCC1	27%
Cc1cc(C)c2[nH]c(C(=O)N(C)Cc3ccccc3-n3cccn3)c(C)c2c1	-32%
CC(=O)C1=C(c2ccc(OC(F)F)cc2)N(C(C)=O)n2c(nnc2-c2ccccc2)S1	8%
N#CC1(NC(=O)Cn2c(=O)c3c(ncn3Cc3ccco3)n(Cc3ccccc3)c2=O)CCCC1	5%
C=CCN(C(=O)c1csnn1)C(C(=O)NCc1ccc(F)cc1)c1ccc(F)cc1 (centres undefined)	15%
CCC(C)Oc1ccccc1/C=C(\C#N)c1nc2ccccc2[nH]1 (centres undefined)	-3%
Cc1ccc(S(=O)(=O)N2CCN(C(=O)COC(=O)c3ccc(C(C)(C)C)cc3)CC2)c(C)c1	-19%
Cc1cc2nc(-c3ccc[nH]c3=O)n(Cc3ccccc3F)c2cc1C	?
Cc1nc2ccc(Cl)cc2cc1C(=O)NCCOc1ccc(F)cc1	0%
Cc1ccc(NC(=O)C2=C(c3ccccc3)NC(=S)NC2c2ccc(C)cc2)cc1 (centres undefined)	?
Clc1ccccc1CSc1nnc(C2CCNCC2)o1	-9%
CCCCN1CCN(C(=O)C2CCC(=O)N(Cc3cccc(F)c3)C2)CC1=O (centres undefined)	16%
CC(C)CN(CC1CN(C(=O)c2ccccc2Cl)CCO1)C(=O)c1cccc(F)c1 (centres undefined)	0%
Clc1ccc2c(NCc3ccccn3)ccnc2c1	?
CCCS(=O)(=O)N1CCC2(CC1)C(OC)CN2c1cccc(F)c1 (centres undefined)	-20%
COc1ccc(CCNc2ncnc3c2cnn3-c2cccc(Cl)c2)cc1	-15%
COc1cc2nc(NC(=O)c3ccccc3)[nH]c(=O)c2cc1OC	-10%
CC(C)CC1N=C2c3ccccc3N=C(SCC(=O)NCCc3ccc(Cl)cc3)N2C1=O (centres undefined)	?
COc1ccc(CCNC(=O)c2ccc3c(c2)N(Cc2c(F)cccc2Cl)C(=O)CS3)cc1OC	-24%
COc1ccccc1C1C=C(c2ccc(Cl)cc2)Nc2nc(-c3ccc(Cl)cc3)nn21 (centres undefined)	-26%
O=C(NCc1ccc(F)cc1)c1ccc(CS(=O)(=O)c2ccc(Cl)cc2)o1	-7%
Cc1ccc(NC(=O)Cn2cc(C(=O)c3ccco3)c3ccccc32)cc1	?
CC1CCCCN1C(C)CNC(=S)Nc1ccc(F)cc1F (centres undefined)	-17%
O=C1[C@@H]2CSCN2C(=O)CN1Cc1ccc(F)cc1	30%
COc1ccc(CN2CCC(O)(c3csc(CN4CCN(C)CC4)n3)CC2)cc1	-11%[86.2 µM]
CC(C)Cn1nnnc1SCc1coc(-c2cccc(Cl)c2)n1	-2%
Cc1ccc(C(=O)N2CCN(C(=O)c3nnn4c3COC(c3ccccc3)C4)CC2)s1 (centres undefined)	-10%
O=C(NCCN1CCOCC1)c1ccc(-c2ccc(N3CCSCC3)nc2)cc1	28µM*
O=C(Nc1nnc(N2CCCCCC2)s1)Nc1cc(F)ccc1F	-12%
CCC1(N2CCN(C(=O)CCc3c[nH]c4ccccc34)CC2)CCN(C(=O)NC)C1 (centres undefined)	-35%
CCC(=O)N1CCc2c(C(=O)NCC(C)C)cccc21	-10%
COc1cc([C@H]2[C@@H](C(=O)O)c3ccccc3C(=O)N2Cc2ccc(F)cc2)cc(OC)c1OC	7%
COc1ccc2c(CCNC(=O)CSc3nc(Cl)nc4nc[nH]c34)c[nH]c2c1	-4%
Cc1ccccc1CN1CCN2C(=O)N(Cc3cccnc3)C[C@H]2C1	-19%[86.2 µM]
Fc1cccc(CNc2ncnc3cc(Cl)ccc23)c1F	?
Cc1csc(NC(=O)[C@@H]2CCC[C@@H](NCC3CC3)CN(C)C(=O)C2)n1	-19%[86.2 µM]
CC(O)CN1CC2(CCC1=O)CCN(Cc1cncn1C)CC2 (centres undefined)	37%[activator]
COc1ccc(OC)c(CCNC(=O)c2cnn(-c3ccccc3)c2-n2cccc2)c1	?
COC1CCN(C(=O)c2cnc3c(c2)N(C(=O)CCc2ccccc2)CCC3)CC1	-15%[86.2 µM]
c1ccc2oc(-c3ccnc4nc(C5CCC5)nn34)cc2c1	11µM*
Cc1cccc(N2CCN(C(=O)C3CCN(c4ncnc5c4nc4n5CCCCC4)CC3)CC2C)c1 (centres undefined)	-20%

The list goes on; it opens with the 4 that closed the last part.
SMILES	KDM5B inh
COc1ccc(OC)c(CCNC(=O)c2cnn(-c3ccccc3)c2-n2cccc2)c1	?
COC1CCN(C(=O)c2cnc3c(c2)N(C(=O)CCc2ccccc2)CCC3)CC1	-15%[86.2 µM]
c1ccc2oc(-c3ccnc4nc(C5CCC5)nn34)cc2c1	11µM*
Cc1cccc(N2CCN(C(=O)C3CCN(c4ncnc5c4nc4n5CCCCC4)CC3)CC2C)c1 (centres undefined)	-20%
Cc1cccc(OCC(=O)Nc2nc3c(s2)CC(C(C)(C)C)CC3)c1C (centres undefined)	-29%
Cc1cccc(NC(=O)CSc2nnc(N)s2)c1	11%
COc1ccc(Cn2cc(C(=O)c3ccc(C)c(C)c3)c(=O)c3ccccc32)cc1	-3%
CCOc1cc(Cl)c(S(=O)(=O)NCCCN2CCOCC2)cc1Cl	21%
Fc1ccc(C2Cn3nnc(-c4nc(-c5ccccn5)no4)c3CO2)cc1 (centres undefined)	-6%
Cc1cc(C)c2oc(C(=O)Nc3cccc(Cl)c3)cc(=O)c2c1	3%
CN(C)CCNCc1ccc(-c2ccccc2)o1	10%&-12%
